FXIIa inh – human FXIIa protease inhibitors, primary screen, biochemical, 1536-well | Coagulation factor XII (Homo sapiens), P00748 | inhibition, % at 5 µM | purified FXIIa, Boc-QGR-AMC fluorogenic substrate, 2 h | hit rate 0.3% among 220,000; in the data active means inhibition above about 40%;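 further: 0% = enzyme with no compound and 100% = blank without enzyme; many of its hits are not listed in these tables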
FXIa inh – human FXIa protease inhibitors, primary screen, biochemical, 1536-well | purified FXIa, Boc-Glu-Ala-Arg-AMC fluorogenic substrate | inhibition, % at 5 µM | hit rate 0.14% among 220,000 | AID 798, 2007;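 active means inhibition of at least 40%; inactive means inhibition below 40%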;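 further: fluorescence of freed AMC excited at 355 nm; 0% = enzyme without compound and 100% = no enzyme blank; many of its hits are not listed in these tables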
TNF death inh – inhibitors of TNF-alpha triggered necroptosis, primary screen, cell-based, Jurkat FADD-/-, single concentration | Jurkat FADD-/- TNF necroptosis rescue, ATP luminescence, 24 h; 0 = TNF only, 100 = no-TNF cells | activation (protection from cell death), % at 10 µM | hit rate 0.068% among 220,000 | AID 463075, 2010;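 active means activation, meaning protection from cell death, of at least 50% relative to plate controls; inactive means activation below 50%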;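 further: necroptosis triggered by 40 ng/mL TNF-alpha added together with compound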
zVAD death inh – inhibitors of zVAD-triggered necroptosis, primary screen, L929 cells; hit rate 0.38% among 220,000; viability rescue, % at 10 µM; L929 zVAD necroptosis rescue, ATP luminescence, 24 h; with zVAD 60 µM;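 active means activation, scaled between plate controls, above about 75%, limit read from the data; inactive means activation under that limit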;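 further: 0% = zVAD with DMSO and 100% = DMSO alone without zVAD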
Hck Nef HTS – inhibitors of Nef-activated human Hck kinase, primary screen, biochemical, Z-Lyte FRET, 384-well, Hck-YEEI. Tyrosine-protein kinase HCK (Homo sapiens), P08631. hit rate 0.68% among 220,000. Recombinant Hck-YEEI plus Nef, Z-Lyte FRET kinase assay. inhibition, % at 20 µM;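 active means Hck-Nef kinase inhibition above about 50%, limit read from the data; inactive means inhibition below that limit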;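 further: 0% = DMSO with Hck plus Nef and 100% = Hck alone without Nef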
Target sequence (P08631 whole entry, looked up): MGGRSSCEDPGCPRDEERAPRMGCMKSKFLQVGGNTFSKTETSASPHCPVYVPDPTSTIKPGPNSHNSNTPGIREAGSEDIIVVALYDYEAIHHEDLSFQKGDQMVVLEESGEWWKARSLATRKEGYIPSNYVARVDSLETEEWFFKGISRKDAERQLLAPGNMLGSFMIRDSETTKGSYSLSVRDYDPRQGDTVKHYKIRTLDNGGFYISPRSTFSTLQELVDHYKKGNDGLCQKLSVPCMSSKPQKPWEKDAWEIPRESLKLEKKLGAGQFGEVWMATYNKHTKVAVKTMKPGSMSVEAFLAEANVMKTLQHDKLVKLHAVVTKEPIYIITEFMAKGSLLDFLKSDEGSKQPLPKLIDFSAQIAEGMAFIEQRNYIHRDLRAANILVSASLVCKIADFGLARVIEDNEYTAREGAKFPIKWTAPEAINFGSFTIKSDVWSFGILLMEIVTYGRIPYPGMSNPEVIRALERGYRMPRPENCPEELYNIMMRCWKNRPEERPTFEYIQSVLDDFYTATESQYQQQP
KLK5 inh – human KLK5 protease inhibitors, primary screen, biochemical, 1536-well. hit rate 0.59% among 210,000. inhibition, % at 5 µM. recombinant hK5, fluorogenic AMC substrate cleavage. Kallikrein-5 (Homo sapiens), Q9Y337;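 active means inhibition of 40% or more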;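 further: 0% = enzyme controls without compound and 100% = no-enzyme blanks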
Target sequence (Q9Y337 67-293 limits assumed): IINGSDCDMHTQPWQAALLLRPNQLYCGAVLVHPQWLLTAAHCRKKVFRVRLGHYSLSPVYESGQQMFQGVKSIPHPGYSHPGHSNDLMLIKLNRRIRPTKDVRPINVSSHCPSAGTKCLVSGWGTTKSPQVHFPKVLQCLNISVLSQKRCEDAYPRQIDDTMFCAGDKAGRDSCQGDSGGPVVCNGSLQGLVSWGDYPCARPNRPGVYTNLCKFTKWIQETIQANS
Rad51 HR inh – human RAD51 strand exchange inhibitors, primary screen, biochemical, fluorescence. hRad51 DNA strand exchange, fluorescence dequenching. inhibition, % at 10 µM. hit rate 0.085% among 200,000;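 active means inhibition above 40% at the single screening dose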;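 further: 0% = DMSO control wells and 100% = blanks with heterologous ssDNA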
Target sequence (Q06609 whole entry, looked up): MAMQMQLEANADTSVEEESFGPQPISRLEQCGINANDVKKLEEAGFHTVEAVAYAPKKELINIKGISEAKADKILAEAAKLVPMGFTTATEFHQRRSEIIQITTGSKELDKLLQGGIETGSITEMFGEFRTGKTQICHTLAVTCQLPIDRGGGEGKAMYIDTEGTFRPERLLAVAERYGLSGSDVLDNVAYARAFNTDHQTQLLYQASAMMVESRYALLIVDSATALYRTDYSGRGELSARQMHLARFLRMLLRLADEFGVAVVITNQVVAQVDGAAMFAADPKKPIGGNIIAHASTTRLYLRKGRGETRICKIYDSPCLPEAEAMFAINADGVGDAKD
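material = hRad51 filaments on single-stranded DNA | timing = filaments 15 min 37 °C, then compound 30 min | signal = FRET fluorescence dequenching, excitation 485 nm, emission 520 nm | benchmarks = control wells and blank wells on each plate | evaluation = percent inhibition relative to plate controls and blanks | compound = 10 µM final, single point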
Thrombin inh – human alpha-thrombin inhibitors, primary screen, counter-screen for coagulation protease inhibitor project, biochemical, 1536-well, fluorogenic AMC substrate; Prothrombin (Homo sapiens), P00734; Boc-VPR-AMC fluorogenic substrate cleavage; inhibition, % at 5 µM; hit rate 0.26% among 220,000;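 active means inhibition at or above 40%; inactive means inhibition below 40%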;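 further: 0% = enzyme with no compound and 100% = wells without enzyme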
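Test system: human alpha-thrombin; medium: pH 7.5 Tris-saline with Tween 20; times: reaction at room temperature; signal: AMC fluorescence at 355 nm excitation and 460 nm emission; also added: Boc-VPR-AMC substrate, 15 µM final; dosing: one concentration per compound, 5 µM, with 0.2% DMSO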
Cl transport mod – KCC2 cotransporter modulators, thallium flux, primary screen, cell-based, HEK293 KCC2, FluoZin-2 fluorescence, MLSMR | Solute carrier family 12 member 5 (Homo sapiens), Q9H2X9 | KCC2 cells, thallium flux FluoZin-2 fluorescence | B-score of Tl+ flux slope (higher = more flux/activation; lower = inhibition) at 10 µM | hit rate 2.2% among 190,000 | AID 1456, 2008;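 active means thallium flux slope and its plate-corrected score both differing from the plate sample mean at a set confidence after two filtering rounds, in either direction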;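 further: slope of fluorescence scaled to starting intensity during 10 to 20 s after thallium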
Numbers without * were called inactive; . = not tested or not shown.

mol	Thrombin inh	FXIa inh	FXIIa inh	TNF death inh	KLK5 inh	Rad51 HR inh	zVAD death inh	Cl transport mod	Hck Nef HTS
CCOc1ccc(C(C)=O)cc1N1C(=O)C2C3C=CC(O3)C2C1=O (stereo not drawn)	-4	0	4	-1.3	-4	-5	0.7	-0.0079	0
O=C(Nc1ncc(Cc2ccccc2Cl)s1)c1ccc([N+](=O)[O-])cc1	-5	-2	-4	4.4	8	3	0.4	0.38	4
O=C(c1cc2ccccc2o1)N(C1CC1)C1(C(=O)Nc2ccccc2)CCCC1	-4	-2	.	1.3	0	8	1.8	0.14	-3
CC(C)(C)C(=O)C[n+]1cccc(C(N)=O)c1	-3	0	10	-0.1	0	0	-0.4	0.94	-46
CN(C)C(CNc1ncnc2sc3c(c12)CCCCC3)c1ccco1 (stereo not drawn)	-15	-3	4	0.8	0	-6	0.8	-1.4	28
CC(C)CNC(=O)c1nc(-c2ccccc2)n(-c2ccccc2)n1	3	8	3	-3.1	1	5	0.5	-1	-2
CN(C)CCNC(=O)c1ccc(CS(=O)(=O)c2ccc(Br)cc2)o1	.	.	.	-0.9	.	-4	1.5	0.45	4
CC(C)c1ccc(N2C(=O)CC(NNC(=O)c3ccccc3Cl)C2=O)cc1 (stereo not drawn)	1	1	9	0.1	5	.	-0.5	0.045	16
CCc1cc(C(=O)NNC(=S)NCC2CCCO2)cs1 (stereo not drawn)	1	-5	5	-0.1	-34	-6	-0.2	-0.019	0
CC1(C)CC(=O)C=C(NCc2cccnc2)C1	-1	11	24	0.9	-2	-2	2.5	.	2
CCN(CC)C(=O)c1sc(N)c(C(=O)OC(C)C)c1C	-5	-4	5	0.2	-10	4	-0.3	0.012	5
O=C(NCc1cccnc1)C(=O)NCC1OCCCN1S(=O)(=O)c1ccccc1 (stereo not drawn)	-2	4	6	0.2	-29	17	-0.2	0.97	-6
COc1cc(CNc2ccc(C)c(C)c2)cc(OC)c1OC	3	-5	16	-10	-13	-6	1.4	-0.016	0
CCCCCN1CC(O)=C(c2nc3ccccc3[nH]2)C1=N	-9	-5	10	-1.6	-12	-13	6.2	1	24
COCCn1c(SCC(=O)Nc2cccc(OC)c2)nnc1-c1ccc(Cl)cc1	-2	-13	1	0.2	-2	2	-0.3	0.36	-8

Molecules listed so far that have an aryl methoxy group:
mol	Thrombin inh	FXIa inh	FXIIa inh	TNF death inh	KLK5 inh	Rad51 HR inh	zVAD death inh	Cl transport mod	Hck Nef HTS
COc1cc(CNc2ccc(C)c(C)c2)cc(OC)c1OC	3	-5	16	-10	-13	-6	1.4	-0.016	0
COCCn1c(SCC(=O)Nc2cccc(OC)c2)nnc1-c1ccc(Cl)cc1	-2	-13	1	0.2	-2	2	-0.3	0.36	-8

Next structures
mol	Thrombin inh	FXIa inh	FXIIa inh	TNF death inh	KLK5 inh	Rad51 HR inh	zVAD death inh	Cl transport mod	Hck Nef HTS
Cc1ccccc1-c1nc(CN2CCC(C(=O)NCCC3=CCCCC3)CC2)c(C)o1	-16	-4	14	-9.1	-3	-46	1.0	0.005	1
Cc1cc2c(cc1C)[n+](C)cn2CC(O)COCc1ccccc1 (stereo not drawn)	4	1	17	-1.3	-7	6	-0.1	.	3
Cc1ccsc1C(=O)OCC(=O)NC1CCS(=O)(=O)C1 (stereo not drawn)	-3	-7	1	0.5	-10	20	0.2	-0.35	-5
CC1Cc2ccccc2N1C(=O)CSc1ncc(-c2ccc(F)cc2)n1C (stereo not drawn)	-9	7	14	1.2	-2	2	1.4	-4.2*	2
FC(F)(F)c1cccc(N2CCN(C(=S)NC3CCCCC3)CC2)c1	0	7	11	0.6	-16	4	1.0	0.23	3
O=C(CCn1c(=O)[nH]c2ccsc2c1=O)N(CCc1ccccc1)Cc1ccccc1	2	3	16	-0.6	-6	-6	-1.4	.	-2
COc1ccc2c(c1)[n+](=O)c(C(C)=O)c(C)n2[O-]	2	-6	4	0.0	-6	3	-0.6	1.4	-3
Cc1ccc(/C=C/C(=O)Nc2ccncc2)o1	-10	-5	-5	1.0	-19	-2	1.6	1	4
COc1cc(CN(C(=S)NCC(=O)NC2CCCC2)C2CCCC2)cc(OC)c1OC	-8	0	6	1.6	-10	-4	0.5	1.2	6
Cc1ccc(NC(=O)Nc2ccc(Cl)cn2)cc1	4	-3	1	3.4	-8	2	83*	1	7
O=C(/C=C/c1ccccc1)Oc1cccc(C(=S)N2CCOCC2)c1	0	-2	4	-0.2	.	-35	-0.1	-1.7	-3
COC(=O)/C(C#N)=C1/C=Cc2ccccc2N1	-22	-6	10	0.9	-1	-1	2.2	-1.4	18
COc1ccc(/C=C/C(=O)NC(C)CCc2ccccc2)cc1 (stereo not drawn)	-11	2	13	1.9	-7	8	0.1	-0.84	-2
CCn1nc(C)c(CN2CCCC(CO)(Cc3ccccc3)C2)c1C (stereo not drawn)	-15	-3	1	0.8	.	.	-0.5	0.66	2
CCOc1ccc(NCc2nnc(SCc3ccccc3Cl)n2-c2ccccc2)cc1	-2	1	0	-2.9	0	-2	0.7	-0.88	1
CCOc1ccccc1C(=O)NCC(=O)OCC(=O)N1C(C)CCCC1C (stereo not drawn)	0	8	11	-0.4	18	-2	0.3	.	-2
N#Cc1c(N)nc2c(c1-c1cccnc1)CCCCC2	6	5	16	1.0	5	-31	0.7	0.15	5
COc1ccccc1CNC(=O)COC(=O)Cc1cccs1	-8	-7	5	0.3	-4	4	1.2	-0.25	-23
NS(=O)(=O)c1cccc(NC(=O)CN2CCC(Cc3ccccc3)CC2)c1	-11	-3	3	1.5	-7	-9	-0.3	-2.3	11
S=C(NCCSCc1ccccc1Cl)Nc1ccccc1	8	-52	13	-2.7	-18	-2	0.1	.	-1
Cc1ccc(C)c(NC(=O)c2ccc[n+](Cc3ccc([N+](=O)[O-])cc3)c2)c1	3	7	0	-1.8	4	2	0.7	0.45	2
Cc1ccc(Nc2nnc(SCn3nnc4ccccc4c3=O)s2)cc1	-4	-4	9	-0.3	1	4	0.8	1.3	3
CCOC(=O)C(Cc1c[nH]c2ccccc12)NC(=O)CNC(C)=O (stereo not drawn)	1	1	20	-0.6	-7	9	-0.2	-0.54	1
CCOC(=O)c1cc(C#N)c(SCC(N)=O)[nH]c1=O	2	9	9	0.7	-3	-403	0.6	0.78	-3
Cc1ccc2cc(CNC(C)(C)C)c(=O)[nH]c2c1	3	4	-3	0.5	1	-5	-0.3	.	0
O=C(CN1C(=O)/C(=C\c2ccc(C(F)(F)F)cc2)Sc2ccccc21)NCc1ccco1	-1	21	20	2.1	-14	1	0.9	-0.11	1
CCOC(=O)c1c(C)[nH]c(C(=O)CN2C(=O)C(=O)N(CC(C)C)C2=O)c1C	-26	-4	4	1.7	-7	-2	3.9	-0.49	18
COc1ccc(CC(=O)NCc2cccs2)cc1OC	5	5	22	0.0	-14	-1	-0.4	0.56	-24
CCc1nn(C(C)C(=O)N2CCc3ccccc3C2)c(=O)c2cc3occc3n12 (stereo not drawn)	4	1	12	-0.3	-12	-5	-1.1	-5.9*	1
CCC(=O)NC(c1cccc([N+](=O)[O-])c1)c1c(OC(C)=O)ccc2ccccc12 (stereo not drawn)	4	12	21	-1.2	-2	1	0.1	1.2	-8

Three structures from above, ordered by formula weight, largest number first.
mol	Thrombin inh	FXIa inh	FXIIa inh	TNF death inh	KLK5 inh	Rad51 HR inh	zVAD death inh	Cl transport mod	Hck Nef HTS
NS(=O)(=O)c1cccc(NC(=O)CN2CCC(Cc3ccccc3)CC2)c1	-11	-3	3	1.5	-7	-9	-0.3	-2.3	11
CCOc1ccccc1C(=O)NCC(=O)OCC(=O)N1C(C)CCCC1C (stereo not drawn)	0	8	11	-0.4	18	-2	0.3	.	-2
N#Cc1c(N)nc2c(c1-c1cccnc1)CCCCC2	6	5	16	1.0	5	-31	0.7	0.15	5

Remaining list, next part.
mol	Thrombin inh	FXIa inh	FXIIa inh	TNF death inh	KLK5 inh	Rad51 HR inh	zVAD death inh	Cl transport mod	Hck Nef HTS
Cc1ccc(C(=O)c2c[nH]c3c(F)cc(F)cc3c2=O)cc1	0	9	7	1.9	-19	.	0.3	0.76	3
CCCCSc1nnc(CSc2ncccn2)n1C	9	-1	7	1.1	3	13	1.5	1.4	24
COc1ccc(CCn2c(C)cc(C(=O)CSc3nnnn3C)c2C)cc1	-5	5	-3	-0.4	-9	-2	-0.1	0.074	1
Nc1nnnn1/N=C/c1ccco1	6	11	29	0.1	-4	0	0.7	.	2
Cc1cccc(NC(=S)NCCCN2CCOCC2)c1	-4	6	7	1.1	-25	.	0.6	0.66	3
COc1ccc(-c2nnc(SCC(=O)N(C)C3CCS(=O)(=O)C3)n2N)cc1OC (stereo not drawn)	-5	-9	1	0.8	-10	17	2.2	-0.077	22
CCc1nc(SCCO)c2oc3ccccc3c2n1	3	2	5	-4.4	-6	14	0.5	-1.2	1
COc1ccc2nc(NC(=O)c3ccc4ncsc4c3)sc2c1	-6	5	12	-0.8	-4	4	1.4	-0.09	0
CC(C)c1nnc(NC(=O)c2ccc(N3C(=O)CCC3=O)cc2)s1	-11	2	6	-0.5	-7	2	0.7	-0.23	19
Cc1ccc2[nH]c3c(c2c1)CCc1cn[nH]c1-3	-9	-2	-3	92*	1	.	89*	0.22	4
COC(=O)c1cnc(SC)nc1C	5	-1	-5	-2.8	-22	-9	0.4	.	1
CCCOc1ccc(NC(=O)CC2C(=O)N(CC)C(=S)N2CCNC(C)=O)cc1 (stereo not drawn)	-7	-8	5	0.7	-16	22	0.7	-0.47	5
O=C(Cn1nnc(-c2ccccc2-n2cnnn2)n1)NCc1ccccc1	-4	2	6	-10	8	-6	-0.5	-4*	-2
CCOC(=O)c1cc(-c2cccc(C(F)(F)F)c2)nc2nc(SC)[nH]c(=O)c12	-4	-4	1	-1.9	-10	10	.	-1.9	1
Cc1cccc(Nc2c([N+](=O)[O-])cc(C(=O)N3CC(=O)Nc4ccccc43)cc2[N+](=O)[O-])c1	-6	4	4	2.0	-7	-4	1.1	-1.5	18
O=C1CC(Nc2ccc(N3CCOCC3)cc2)C(=O)N1C1CCCCC1 (stereo not drawn)	-1	6	15	-0.3	-12	9	1.4	0.56	12
CC(=O)N(C)C1(c2nnnn2CCOC(=O)Nc2cccc3ccccc23)CCCC1	-6	-3	-5	-1.1	-3	6	-0.2	0.091	3
CCN(CCNC(=O)c1ccc(CSc2nc3ccncc3[nH]2)cc1)c1ccccc1	0	19	4	-10	-3	.	.	0.54	-9
CCC1CCCCN1S(=O)(=O)c1ccc(C(=O)Nc2nnc(-c3ccccc3Cl)o2)cc1 (stereo not drawn)	-5	-3	0	-3.7	-14	2	0.5	19*	0
O=C(Cc1cn2ccsc2n1)OCc1ccccc1	0	6	4	-3.6	-2	-5	-0.2	.	3
CCCc1nc2ccccc2c(C(=O)O)c1CC	-2	0	11	-1.0	-21	.	-0.1	-0.29	1

The list is partial; rates above refer to the full screens.
